Bioassay records deposited in PubChem BioAssay by National Center for Advancing Translational Sciences (NCATS).
KB-V1 cytotox – kills drug-selected multidrug resistant KB-V1 cells; KB-V1 MDR cells viability, CellTiter-Glo, 72 h; Potency, µM (doses to about 46.1 µM), for inactives: at the highest dose activity change, negative = cytotoxicity, actives largely listed as cytotoxic; 400,000 tested, 3.4% active; AID 1347076; also: potency is read from the fitted curve at half-maximal effect; % is scaled to controls: 0 for no effect and ±100 for the full control effect; nearly all actives have a fitted effect of over 60% in size
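Compound-treated KB-V1 multidrug-resistant cells, 72 h, 37 degrees C; viability by CellTiter-Glo. Fitted qHTS curves give the values.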
D3 ag – D3 dopamine receptor (human) agonism; D3R DiscoveRx beta-arrestin cells, luminescence, 90 min; 410,000 tested, 0.58% active; max activation, %; in the data active = max activation above about 30%; also: 0% is about no effect; mostly tested at two doses, the higher about 12 µM
Target sequence (P35462 whole entry, looked up): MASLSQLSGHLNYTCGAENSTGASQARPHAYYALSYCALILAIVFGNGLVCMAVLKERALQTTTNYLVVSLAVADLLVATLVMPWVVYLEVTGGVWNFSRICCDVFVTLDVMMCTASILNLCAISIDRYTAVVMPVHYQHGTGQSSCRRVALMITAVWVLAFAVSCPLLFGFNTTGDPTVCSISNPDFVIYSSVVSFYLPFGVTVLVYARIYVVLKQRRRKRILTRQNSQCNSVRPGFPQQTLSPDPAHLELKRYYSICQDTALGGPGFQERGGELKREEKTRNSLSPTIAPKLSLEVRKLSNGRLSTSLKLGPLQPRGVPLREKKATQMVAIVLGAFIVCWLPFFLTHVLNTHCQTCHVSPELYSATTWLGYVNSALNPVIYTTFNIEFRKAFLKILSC
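Cells at 1500/well, incubated overnight, then treated with pinned compounds (dopamine as control) for 90 min at 37 degrees C. DiscoveRx reagent added for 30 - 60 minutes at room temperature; luminescence read.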
PTHR1 agonist – PTHR1 (human) receptor agonism | Q03431 | HEK293 GP2 PTHR1 cells, GloSensor cAMP luminescence, 1 h | Potency, µM (top dose mostly 115 µM), for the others: at the top dose activation, usual class: activators | 410,000 tested, 0.075% active | AID 743266; also: potency is read from the fitted curve at half-maximal effect; nearly all actives have a fitted effect of over 55% in size; some results filed as inactive show a strong effect at the top dose; inactives centre near -15; many of its hits are not listed in these tables
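HEK-293-derived GP2 cells expressing PTHR1 and a GloSensor cAMP reporter, 3,000/well, plated overnight, given luciferin plus IBMX (each 0.5 mM as added) for 1 h at 37 °C, then compound for 1 h at 37 °C. Luminescence was read after 15 min at room temperature.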
GLP-1R inv ag – acts as inverse agonist at human GLP-1 receptor. P43220. HEK293 GLP-1R CRE-luciferase, luminescence, 24 h; GLP-1R form is constitutively active. Potency, µM (highest dose often 38.3 µM), inactives show at the top dose activity change, negative = inhibition, actives largely listed as inhibitors. 410,000 tested, 1.6% active. AID 624417; also: potency is read from the fitted curve at half-maximal effect; % is scaled to controls: 0 for no effect and ±100 for the full control effect; nearly all actives have a fitted effect of over 55% in size
Target sequence (P43220 whole entry, looked up): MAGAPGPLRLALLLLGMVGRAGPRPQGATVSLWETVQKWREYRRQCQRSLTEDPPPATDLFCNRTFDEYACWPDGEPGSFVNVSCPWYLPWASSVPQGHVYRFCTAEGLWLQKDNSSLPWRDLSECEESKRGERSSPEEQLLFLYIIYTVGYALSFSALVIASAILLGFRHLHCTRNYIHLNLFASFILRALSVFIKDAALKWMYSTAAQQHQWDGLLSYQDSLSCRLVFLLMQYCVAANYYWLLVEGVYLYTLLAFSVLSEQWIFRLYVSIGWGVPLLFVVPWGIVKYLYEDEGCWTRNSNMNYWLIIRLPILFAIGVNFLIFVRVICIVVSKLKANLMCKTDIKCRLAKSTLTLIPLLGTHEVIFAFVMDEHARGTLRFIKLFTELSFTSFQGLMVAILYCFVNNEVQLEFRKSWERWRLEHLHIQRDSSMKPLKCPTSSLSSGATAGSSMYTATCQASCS
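Readout was luciferase luminescence, measured 12 min after detection reagent at room temperature. Beforehand, GLP-1R reporter HEK293 cells had sat 12 h, then received compounds for 24 hr at 37 deg C.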
HEK293 tox – cytotoxicity in counter-screen for GLP-1R inverse agonists | HEK293 cAMP-luciferase reporter cells, luminescence, 24 h | Potency, µM (titrated, usually from 38.3 µM), for the others: at the top dose activity change, negative = inhibition, most hits filed as inhibitors | 410,000 tested, 0.13% active | AID 624418;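 also: loss of luciferase light is scored as toxicity; potency is read from the fitted curve at half-maximal effect; % is scaled to controls: 0 for no effect and ±100 for the full control effect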
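Cells in DMEM/10% Nu serum/1% pen-strep, 1536-well format. Pre-incubated 12 h, dosed with 23 nL compound, incubated a further 24 h. Luciferase detection, 12 min at room temp, luminescence.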
aSyn rescue – alpha-synuclein toxicity inhibition in yeast; Yeast expressing alpha-synuclein, growth rescue, BacTiter-Glo, 24 h; Potency, µM (top dose mostly 46.1 µM), for the others: top-dose growth rescue (activation), hits mostly activators; 370,000 tested, 0.14% active; AID 652106; also: potency is read from the fitted curve at half-maximal effect; % of control where 0% means no effect; nearly all actives have a fitted effect of over 65% in size
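Screening used galactose-induced yeast with toxic alpha-synuclein levels, exposed to compound for 24 hr at 30 deg C. Cell growth, read with BacTiter-Glo luminescence, gave the measured signal.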
TDP-43 yeast inh – inhibitors of TDP-43 toxicity in yeast; TDP-43 expressing yeast growth rescue, BacTiter-Glo, 24 h; Potency, µM (series often up to 46.1 µM), for inactives: at the top dose growth rescue (activation), actives largely listed as activators; 410,000 tested, 1.8% active; also: potency is read from the fitted curve at half-maximal effect; % of control where 0% means no effect; nearly all actives have a fitted effect of over 50% in size
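In this qHTS, compounds that restore growth of yeast expressing TDP-43 appear as activators. Cells (OD600=0.02, galactose medium, raffinose-pregrown) are incubated with compound 24 hr at 30 deg C and growth is quantified by BacTiter-Glo.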
D3 antag – blocks the human D3 dopamine receptor; AID 652054; 360,000 tested, 2.5% active; D3R cells, DiscoveRx beta-arrestin luminescence, antagonist mode; hits give low values; max response, negative = inhibition, %; P35462; in the data active = max response below about -50%; inconclusive = no clear call, values can overlap the other calls; also: % is scaled to controls: 0 for no effect and ±100 for the full control effect; mostly tested at two doses, the higher about 12 µM
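Cells expressing the human receptor were seeded at 1500 cells/well, incubated overnight at 37 degrees C in 5% CO2, then exposed to library compounds with dopamine controls for 90 minutes at 37 degrees C before luminescent detection.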
GLP-1R agonist – agonists of human GLP-1 receptor; 380,000 tested, 0.007% active; P43220; HEK293 GLP-1R CRE-luciferase, luminescence, 4-6 h; cells express a hypersensitive GLP-1R form; Potency, µM (top dose mostly 45.6 µM), for inactives: at the highest dose activation, usual class: activators; also: potency is read from the fitted curve at half-maximal effect; % of control where 0% means no effect
Starred values were filed as active, the others as inactive; i = inactive; ? = inconclusive; / = no result given; ! = not active in a repeat; [ ] = another dose, or the depositor's remark. Unless noted, calls follow the shape of the dose curve; as a rule, active = well fitted curve in the direction sought with a large enough effect; inconclusive = small, poorly fitted or top-dose-only effect, or another doubt; inactive = no such curve, though single readings can be large; an effect the other way counts as inactive or inconclusive. This is a subset, so the mix of outcomes need not match the whole.

entry | Compound | KB-V1 cytotox | D3 ag | PTHR1 agonist | GLP-1R inv ag | HEK293 tox | aSyn rescue | TDP-43 yeast inh | D3 antag | GLP-1R agonist
1 | O=C(CNC(=O)c1ccc(Cl)cc1)OCCN1C(=O)c2ccccc2C1=O | 0% | 1 | -2% | 5% | -2% | 8% | 16% | 7 | 3%
2 | Cc1cc(F)ccc1NCC(=O)Nc1ccc(Br)cc1C | ? | -6 | -4% | ? | 18% | 20% | ? | -11 | 8%
3 | Cc1noc(C)c1COC(=O)c1ccc2c(c1)OCCO2 | 0% | 7 | -1%[57.5 µM] | 15% | 2% | 12% | 14% | -8 | 18%
4 | Cc1cccc(N2CCCC2=Nc2ccc(Br)cc2C#N)c1 | -5% | -19 | 8% | ? | 13% | 0% | -13% | -13 | 8%
5 | COc1cc(C(=O)OCC(=O)Nc2ccc(OC(F)F)cc2)cc(OC)c1OC | -1% | -3 | i | 15% | 6% | -1% | 8% | 2 | 10%
6 | CCCCNC(=O)C(CC)Sc1nc2ccccc2c(=O)n1CCc1ccc(OC)c(OC)c1 (stereo not given) | -5% | -16 | -6% | 3% | 23% | / | 13% | / | /
7 | O=C(Nc1ccccc1)[C@@H]1CC=C[C@@H]2CCN(Cc3ccc(Cl)c(Cl)c3)C(=O)[C@@H]21 | 21µM*! | -24 | -19% | ? | -12% | 19% | ? | -21 | 4%
8 | COc1ccc(-n2c(-c3ccc(C(C)(C)C)cc3)n[nH]c2=S)c(OC)c1 | -17% | -12 | i | 18% | -1% | 18% | 27% | -10 | 14%
9 | O=C(COc1ccc(Br)cc1)N/N=C1/SCC(=O)N1Cc1ccccc1 | -13% | -1 | -30% | -27% | -8% | 13% | 13% | -10 | 1%
10 | C/C(=N\Nc1ccc([N+](=O)[O-])cc1)c1ccc(N2CCOCC2)cc1 | 0% | -7 | i | 3% | 1% | 0% | -9% | -9 | 10%
11 | CCCn1nc(CC(=O)O)c2ccccc2c1=O | -1% | -1 | -24% | 10% | 3% | 3% | 15% | 8 | -12%
12 | COC(=O)c1sccc1N(C)S(C)(=O)=O | -2% | -6 | 6% | 6% | 8% | -3% | -20% | 6 | 4%
13 | Cc1nc2ccc(NC(=O)c3ccc(Cl)c(S(=O)(=O)N(C)c4ccccc4)c3)cc2s1 | ? | 17 | -38%[inhibitor] | 1.8µM* | -1% | 8% | 4% | 132 | 7%
14 | COc1ccc(CC(=O)N2CCN(c3ccccn3)CC2)cc1OC | 1% | 1 | -6%[57.5 µM] | -10% | 10% | 2% | 16% | 16 | 8%
15 | O=c1cc(CSc2nnc(NC3CCCCC3)s2)nc2sccn12 | ? | 0 | -28% | -6% | -4% | 5% | 3% | 13 | 16%
16 | COc1ccccc1-c1cc(C(F)(F)F)nc(S(=O)(=O)CCCC(=O)Nc2cc(Br)ccc2O)n1 | 0% | 3 | -7% | 5% | -1% | / | ? | / | /
17 | CCCCNc1cc(NC(C)=O)cc2cc(OC)c(OC)cc12 | -4% | 53* | i | 10% | 3% | 17% | 13% | -75* | 3%
18 | Cn1c(N)c(C(=O)COC(=O)c2cnc(Cl)c(Cl)c2)c(=O)n(C)c1=O | 9% | 10 | -25% | 16% | 0% | 11% | 25% | 0 | 7%
19 | Cc1c(C(=O)NNC(=O)c2csc(N3CCOCC3)n2)oc2ccc(Br)cc12 | -16% | 3 | -62%[inhibitor] | -6% | 4% | -7% | 20% | 9 | -6%
20 | C=CCn1c(SCC(=O)Nc2ccc(F)cc2F)nnc1-c1cnccn1 | -19% | 1 | -2% | 28% | 12% | 2% | -2% | -15 | 11%
21 | CC(=O)Nc1cccc(-c2ccnc3c2CC(C)(C(=O)Nc2ccc(Cl)cc2)O3)c1 (stereo not given) | ? | -15 | -93%[inhibitor] | -60% | ? | 16% | 13% | -24 | 10%
22 | C/C(=N/NC(=O)C(O)(c1ccccc1)c1ccccc1)c1ccc([N+](=O)[O-])o1 | ? | -10 | -2% | 5% | 1% | 2% | -3% | -18 | 2%
23 | O=C1c2ccccc2C(=O)N1CN(C(=O)COc1ccccc1)c1ccccc1 | 11% | 6 | -22% | 0% | 2% | 13% | -10% | -13 | 3%
24 | Cc1ccc(N(CC(=O)Nc2ccc(-c3nc4ccc(C)cc4s3)cc2)S(C)(=O)=O)cc1 | 10% | 11 | -53%[inhibitor][57.5 µM] | 1% | -2% | 0% | 8% | 37 | -17%
25 | Cc1c(C(=O)NCc2cccs2)oc2ccc(Br)cc12 | -26% | -4 | -22% | 1% | 12% | 2% | 24% | -18 | ?
26 | CC1(c2nnc(-c3cccc(Cl)c3)o2)CC(c2ccc(F)cc2)=NO1 (stereo not given) | -19% | -2 | i | 7% | 16% | 15% | ? | -1 | 23%
27 | Cc1ccc(NC(=O)CSc2ccccc2)cc1S(=O)(=O)N1CCCCC1 | / | -10 | i | 7.9µM* | -6% | -3% | ? | -20 | 0%
28 | CCCCNC(=O)O[C@@H]1C[C@H]2CCC(=O)N3CC[C@@H](C1)[C@@H]23 | 28% | 4 | i | -12% | 4% | -8% | 11% | -8 | 6%
29 | CN1C(=O)c2ccccc2Sc2ccc(NC(=O)COc3ccc(Cl)cc3)cc21 | 8.2µM* | 2 | -50%[inhibitor] | ? | 0% | / | 25% | / | /
30 | COc1ccc(C(=O)Nc2ncccc2C)cc1S(=O)(=O)N1CCOCC1 | 8% | -10 | -21% | 11% | 13% | -1% | -13% | -1 | -2%
31 | Nc1nc(SCc2ccccc2)n[nH]1 | -1% | 9 | i | 5% | -10% | -6% | -3% | 6 | 13%
32 | CC(=O)Nc1ccc(S(=O)(=O)NCc2ccc(C(=O)NCCCN3CCC(C)CC3)cc2)cc1 | 0% | -14 | i | 4% | -3% | -2% | 4% | -19 | 8%
33 | CC(=O)Nc1ccc(S(=O)(=O)N2CCN(Cc3cccc([N+](=O)[O-])c3)CC2)cc1 | -12% | 0 | i | -7% | -2% | -3% | -6% | -22 | -1%
34 | Cc1cccc(NC(=O)CSc2ncc3c(n2)-c2cc(Cl)ccc2N(C)S3(=O)=O)c1C | ? | -6 | -1% | 2% | -11% | / | 17% | / | /
35 | Cc1cc(C)cc(NC(=O)C2CCCN(c3nnc(-n4c(C)ccc4C)s3)C2)c1 (stereo not given) | 14% | -11 | -29% | ? | -7% | / | 9% | / | /
36 | CC(C)(C)OC(=O)N1CCC(C(N)=O)CC1 | 4% | -8 | i | 12% | -10% | 0% | -8% | -12 | -4%
37 | COc1ccc(OC)c(S(=O)(=O)N2c3ccccc3CC2C)c1 (stereo not given) | ? | -6 | 19%[57.5 µM] | -21% | -8% | 7% | 20% | 6 | 19%
38 | COc1cccc(/C=C/C(=O)OCC(=O)Nc2ccc3[nH]c(=O)[nH]c3c2)c1OC | -6% | -6 | -14% | 18% | 7% | -5% | 3% | 5 | 14%
39 | COc1ccc(C)cc1NC(=O)COC(=O)C1COc2ccccc2O1 (stereo not given) | ? | 1 | -17% | -15% | 2% | -15% | 11% | 3 | -3%
40 | Cc1cc(C)n(-c2ccc(C(=O)Nc3nnc(C)s3)cc2)n1 | -17% | -3 | -4%[57.5 µM] | 2% | 2% | 0% | 3% | 1 | 5%
41 | Cc1cccc(NC(=O)NCCn2c(=O)oc3ccc(C)cc32)c1 | -2% | -3 | 0% | -19% | -2% | / | 14% | / | /
42 | Oc1c(Br)cc(Br)cc1CNc1ccccn1 | ? | -14 | i | ? | 5% | -41%[inhibitor] | -31%[inhibitor] | -25 | 18%
43 | COc1ccccc1N(CC(N)=O)S(=O)(=O)c1ccc(C)cc1 | -2% | 9 | i | -2% | 0% | 0% | -3% | -76* | 5%
44 | Cc1ccc(NC(=O)C(=O)NCC(c2cccnc2)N2CCN(C)CC2)cc1F (stereo not given) | 7% | -7 | -11% | 10% | 2% | / | 6% | / | /
45 | O=C(CSC1=NC(=O)C(c2ccccc2)C(=O)N1)Nc1ccccc1[N+](=O)[O-] (stereo not given) | 0% | 3 | -17% | -7% | 2% | -3% | -18% | 1 | 12%
46 | CCCCN(CC)c1nc(-c2ccncc2)nc2ccccc12 | -22% | 12 | -20% | ? | ? | 10% | ? | ? | -20%
47 | COc1ccc(CCNC(=O)C(=O)NCC2OCCN2S(=O)(=O)c2ccccc2)cc1OC (stereo not given) | 5% | -4 | -8% | 9% | ? | -2% | -1% | -2 | -6%
48 | CC(=O)N1CCC(C(=O)Nc2ccccc2)(N(Cc2ccccc2)C(=O)c2cccnc2)CC1 | 27% | -1 | ? | 12% | 3% | -2% | -12% | 19 | -14%
